# Screening results from PubChem.
# S1P4 ag: human S1P4 receptor agonism. O95977. S1P4-expressing cell line, agonist reporter assay. activation, % at 4.98 µM. 220,000 compounds, 0.35% hits. AID 1509; in the data active means activation above about 11%;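 further: 0% = DMSO vehicle and 100% = reference agonist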
# NPY2 pot ag: potentiators or agonists of human neuropeptide Y receptor Y2; cells expressing NPY-Y2, potentiator/agonist read-out; P49146; 220,000 compounds, 0.45% hits; AID 1359; activation, % at 3.6 µM; in the data active means activation above about 27%;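 further: cells stimulated with NPY near EC25 plus isoproterenol at EC100; 0% = vehicle plus submaximal agonist and 100% = vehicle plus saturating agonist; some results beyond the cut were filed as inactive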
# p97 ATPase inh: blocks human p97 ATPase activity; inhibition, % at 8 µM; recombinant p97 ATPase, Kinase-Glo ATP luminescence, 3 h; AID 1481; 220,000 compounds, 0.42% hits; in the data active means inhibition above about 15%;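 further: 0% = DMSO vehicle and 100% = wells lacking enzyme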
# eIF4E 4G PPI: inhibitors of eIF4E and eIF4G interaction in translation initiation; P63073+Q04637; TR-FRET eIF4E-eIF4GI(517-606) binding, 2 h; inhibition, % at 21.7 µM; 220,000 compounds, 0.37% hits;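 active means inhibition above about 30%, limit read from the data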;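 further: 0% = full FRET control wells and 100% = background wells lacking eIF4GI fragment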
# Target sequence (P63073 whole entry, looked up, the tested form may be a part): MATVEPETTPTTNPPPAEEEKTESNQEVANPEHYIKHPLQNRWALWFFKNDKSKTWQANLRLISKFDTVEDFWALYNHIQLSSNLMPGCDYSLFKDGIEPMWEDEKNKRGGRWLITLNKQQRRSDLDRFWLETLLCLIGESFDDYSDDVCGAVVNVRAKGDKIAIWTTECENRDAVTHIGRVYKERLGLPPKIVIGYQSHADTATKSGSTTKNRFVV
# Target sequence (Q04637 whole entry, looked up, the tested form may be a part): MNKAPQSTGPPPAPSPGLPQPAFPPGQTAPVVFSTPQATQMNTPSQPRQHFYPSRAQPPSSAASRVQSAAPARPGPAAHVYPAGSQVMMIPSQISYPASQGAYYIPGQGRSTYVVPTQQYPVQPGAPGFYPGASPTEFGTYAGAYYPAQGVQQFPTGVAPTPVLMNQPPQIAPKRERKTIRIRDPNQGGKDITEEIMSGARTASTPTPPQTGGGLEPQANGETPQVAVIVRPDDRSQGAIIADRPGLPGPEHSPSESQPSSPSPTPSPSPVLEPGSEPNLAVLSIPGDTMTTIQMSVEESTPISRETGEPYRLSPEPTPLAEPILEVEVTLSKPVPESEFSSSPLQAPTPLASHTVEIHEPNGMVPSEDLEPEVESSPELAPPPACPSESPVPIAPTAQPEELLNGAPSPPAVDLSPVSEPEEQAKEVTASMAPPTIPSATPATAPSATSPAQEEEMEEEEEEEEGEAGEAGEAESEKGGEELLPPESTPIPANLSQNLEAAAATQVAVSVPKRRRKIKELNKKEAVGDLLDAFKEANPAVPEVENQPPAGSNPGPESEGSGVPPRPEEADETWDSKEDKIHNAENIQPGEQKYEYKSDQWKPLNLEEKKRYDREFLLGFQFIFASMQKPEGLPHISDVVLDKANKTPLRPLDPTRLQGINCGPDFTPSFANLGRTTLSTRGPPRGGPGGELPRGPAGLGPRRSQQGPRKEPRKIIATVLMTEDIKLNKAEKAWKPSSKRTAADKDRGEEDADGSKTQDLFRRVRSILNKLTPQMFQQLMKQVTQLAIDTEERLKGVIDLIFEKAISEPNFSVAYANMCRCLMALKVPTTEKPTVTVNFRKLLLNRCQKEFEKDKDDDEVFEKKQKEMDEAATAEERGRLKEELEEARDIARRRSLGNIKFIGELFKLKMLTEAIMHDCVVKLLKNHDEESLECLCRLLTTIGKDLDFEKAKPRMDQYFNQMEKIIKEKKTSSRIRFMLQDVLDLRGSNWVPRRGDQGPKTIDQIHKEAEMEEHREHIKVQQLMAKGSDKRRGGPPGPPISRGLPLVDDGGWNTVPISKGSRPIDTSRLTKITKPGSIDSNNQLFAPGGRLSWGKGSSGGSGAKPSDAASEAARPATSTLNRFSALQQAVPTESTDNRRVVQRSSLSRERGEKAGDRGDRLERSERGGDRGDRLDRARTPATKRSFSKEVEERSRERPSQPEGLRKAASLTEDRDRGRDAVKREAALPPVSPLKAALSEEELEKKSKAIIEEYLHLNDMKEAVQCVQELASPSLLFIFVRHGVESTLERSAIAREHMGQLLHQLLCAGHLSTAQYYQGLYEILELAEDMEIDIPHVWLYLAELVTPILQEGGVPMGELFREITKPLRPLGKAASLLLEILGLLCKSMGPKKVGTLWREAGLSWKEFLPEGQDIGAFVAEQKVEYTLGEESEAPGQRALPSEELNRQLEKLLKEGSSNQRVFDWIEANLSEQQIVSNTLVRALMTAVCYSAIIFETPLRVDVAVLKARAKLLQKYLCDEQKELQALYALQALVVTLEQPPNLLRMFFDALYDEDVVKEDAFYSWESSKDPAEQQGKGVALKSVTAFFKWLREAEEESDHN
# NPY1 pot ag: potentiates or activates human NPY-Y1 receptor; 220,000 compounds, 0.37% hits; NPY-Y1 expressing cells, potentiator/agonist activation; P25929; activation, % at 3.6 µM; in the data active means activation above about 33%, passing the limit was not always enough;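 further: cells stimulated with NPY at EC10 then isoproterenol at EC100; 0% = low agonist plus stimulus and 100% = saturating agonist plus stimulus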
# EP2 modulator: modulates human prostaglandin E2 receptor EP2 signaling. 260,000 compounds, 0.83% hits. AID 940. P43116. EP2-expressing cells, cAMP HTRF FRET, PGE2 co-stimulation. induction, % at 25 µM;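 active means compounds whose cAMP rise, as percent of the full-agonist control response, exceeds 60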;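 further: rat C6 glioma line stably carrying human EP2 under a CMV promoter; the protocol text gives 20 µM as final concentration; 100% = response of wells given 1 µM PGE2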
# NPY Y1 blocker: blocks the human neuropeptide Y Y1 receptor; P25929; HEK293-CNG Y1 cells, membrane potential fluorescence; NPY at EC95, then isoproterenol; inhibition, % at 3.6 µM; 200,000 compounds, 1% hits;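 active means inhibition above the campaign mean inhibition of all tested compounds plus 3 SD, cut at about 20% in these data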;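 further: 0% = DMSO wells given NPY plus isoproterenol and 100% = isoproterenol alone without NPY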
#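 Benchmarks – high control isoproterenol alone, low control NPY with isoproterenol · Material – HEK293 Y1/CNG channel cell line · Times – dye 3 h, compound 60 min room temperature, stimulation 45 min · Probe or stimulus – NPY (25 nM), isoproterenol (1 µM), Ro 20-1724 (25 µM) · Evaluation – % inhibition of NPY effect · Signal – fluorescence, membrane potential probe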
# S1P4 antagonist: blocks the human S1P4 receptor | AID 1510 | 220,000 compounds, 0.26% hits | O95977 | inhibition, % at 4.98 µM | S1P4-expressing cells, antagonist mode, reporter read-out; in the data active means inhibition above about 29%;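 further: 0% = wells stimulated with agonist and 100% = vehicle wells without agonist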
# PGE2 EP2 inh: inhibitors of human EP2 prostaglandin E2 receptor; P43116; C6 glioma cells expressing human EP2, cAMP TR-FRET; cells stimulated with saturating PGE2; inhibition, % at 25 µM; 260,000 compounds, 0.52% hits;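 active means percent inhibition above 40 after rounding to a whole number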;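 further: rat C6 glioma host cells with rolipram phosphodiesterase inhibitor present; the protocol text gives 20 µM as final concentration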
# Numbers without * were called inactive; · = not tested or not shown; & = joins results of further samples; [ ] = another dose, or the depositor's remark. The list is partial. The share of hits here may be higher or lower than overall.
canonical_smiles	NPY Y1 blocker	PGE2 EP2 inh	eIF4E 4G PPI	NPY2 pot ag	NPY1 pot ag	p97 ATPase inh	S1P4 ag	S1P4 antagonist	EP2 modulator
COc1ccc(C(=O)N=c2c(C#N)cc3c(=O)n4cccc(C)c4nc3n2Cc2ccco2)cc1	-16	·	0	11	-5	0	2.5	-5	8
CC(=O)OCCOc1nc(N(C)C)nc(N(C)C)n1	1	2	4	-4	-8	2	1.6	-14	5
CCCSc1nnc2n(C)c(=O)c3c4c(sc3n12)CCC4	4	8	9[fluorescence artefact?]	-4	-10	2	0.4	-13	37
Cc1ccc(C(=O)OCc2c(C)noc2C)cc1NC(=O)c1ccco1	-2	9	1	15	2	3	1.9	-7	-7
O=S(=O)(NCc1ccc2c(c1)OCO2)c1cccc2cccnc12	2	23	-2	-3	-13	-2	-0.4	-3	8
CCC(c1nnnn1Cc1ccco1)N1CCN(C(=O)c2ccco2)CC1 (stereo unspecified)	-10	·	1	5	-11	0	0.2	-6	11
c1sc2[n+](c1C13CC4CC(CC(C4)C1)C3)CCS2	-3	10	0	10	-24	5	-1.0	-13	25
O=C(c1ccccc1F)N(Cc1nc2ccccc2c(=O)[nH]1)C1CCCC1	2	6	1	-2	7	-6	-0.4	-10	15
N#CC1=C(N)Oc2n[nH]c(-c3cccs3)c2C1c1ccco1 (stereo unspecified)	10	11	19	-8	-17	-1	0.1	-15	-3
CCC(C(=O)Nc1ccc(OC)c(Cl)c1)c1ccccc1 (stereo unspecified)	3	9	0	3	-5	7	-1.4	-1	-51
N=C1/C(=C/c2cccn2-c2cccc([N+](=O)[O-])c2)C(=O)N=C2SC=CN12	-5	9	0[fluorescence artefact?]	1	9	0	2.4	-21	13
COc1ccc(C(C)(C)C)cc1NC(=O)COC(=O)c1cnc(C)cn1	-5	9	2	20	13	2	-0.5	6	31
COc1ccc(-c2nnnn2C(C)C)cc1S(=O)(=O)Nc1ccccc1	·	5	2	-1	-5	5	3.2	-10	-23
Cc1cc(C(F)F)n2nc(C(=O)O)nc2n1	2	16&7	5[fluorescence artefact?]	-12	-1	-2	0.5	2	6&24
N=C(N)SCC1=CCS(=O)(=O)C1	·	9	1	-11	7	0	-0.3	0	-8
COc1ccc(NC(=S)N2CCCN(Cc3cccc(Cl)c3)C2)cc1	-2	5	6	-4	-12	2	0.8	0	-28
O=C(CCC(=O)Nc1ccccc1Cl)N/N=C1\CCCc2ccccc21	2	6	-54	-4	-9	-9	3.9	-24	-19
Cc1ccc(C(c2nnnn2C(C)(C)C)N(Cc2ccco2)Cc2cccs2)cc1 (stereo unspecified)	5	8	3	-14	8	0	1.2	-14	2
Cc1ccc(S(=O)(=O)N2CCN(Cc3cccc(C)c3O)CC2)cc1	-1	12	1	6	-2	-1	1.4	-11	16
O=C(N/N=C/c1ccccc1F)c1csc2c1CCCC2	0	23	-1	-14	-14	-1	-0.4	-10	-17
Cc1ccc(-c2cnc3n2CCCCC3)cc1	-1	4	-2	-3	-4	-3	0.2	6	-9
Nc1nc(-c2ccc(-c3ccccc3)cc2)cs1	-6	6	4	15	26	0	0.9	-4	-54
O=C(Nc1ccc(Cl)c(S(=O)(=O)N2CCOCC2)c1)c1cc(-c2ccccn2)nc2ccccc12	2	7	3	-20	-17	7	1.4	-9	-70
O=C(CC(=O)N/N=C/c1c(F)cccc1Cl)NCc1ccccc1	9	12	2	-6	-12	5	3.7	-4	-6
CC(C)CNC(=O)CCc1c[nH]c2ccccc12	2	16	-2[fluorescence artefact?]	0	15	-3	0.3	-2	-18
Cc1ncccc1C(=O)N1CCCC(CNC(=O)c2ccc(-c3ccccc3)cc2)C1 (stereo unspecified)	1	5	6	1	0	5	-0.8	-14	22
COc1cc(Cl)c(C)cc1NC(=O)CSc1nnc(-c2cccnc2)n1Cc1ccco1	-6	8	-7	-4	-18	-8	0.0	-33	7
O=C(CCCC(=O)OCC(Cl)=C(Cl)Cl)Nc1ccccc1	9	10	-3	-4	-16	-6	-1.1	-7	-5
O=C(COc1ccc2oc(-c3ccccc3)cc(=O)c2c1)NCc1ccco1	2	16	3	-1	11	-6	3.0	-4	-41
Cc1ccc(CNC(=O)C(=O)NCCC2=CCCCC2)cc1	10	8	0	-3	-23	3	0.7	-17	-3

# (further entries)
canonical_smiles	NPY Y1 blocker	PGE2 EP2 inh	eIF4E 4G PPI	NPY2 pot ag	NPY1 pot ag	p97 ATPase inh	S1P4 ag	S1P4 antagonist	EP2 modulator
CCCCOc1ccc(NC(=O)C(=O)NCCCn2ccnc2)cc1	8	7	-7	-15	15	-2	0.5	1	12
O=C(CCCNS(=O)(=O)c1cccc2nsnc12)NCCN1CCN(c2ccccc2F)CC1	2	4	-2	4	13	-1	-0.1	2	12
O=C(Nc1ccccc1F)c1ccc(CSc2ccccc2)o1	7	5	0[fluorescence artefact?]	-12	-30	-4	0.4	-22	-13
CC(C(=O)NC1CCCC1)N(C(=O)c1ccc(-c2ccccc2)[nH]1)c1ccccc1F (stereo unspecified)	1	6	5[fluorescence artefact?]	-13	29	-3	-0.3	-2	-77
CC(=O)C(Sc1nccc(-c2cccs2)n1)C(C)=O	0	6	2	0	8	7	2.3	-7	18
CCN=c1scc(-c2ccc(F)cc2)n1/N=C/c1ccccn1	-4	3	1	7	22	3	-0.1	-2	-59
COc1ccc(C2c3ccsc3CCN2C(C)=O)cc1 (stereo unspecified)	·	14	-1	-6	-10	5	-0.4	6	-7
CN1C(=O)C2(c3ccccc31)N(C)CC(c1ccccn1)C21SC(=S)N(Cc2ccco2)C1=O (stereo unspecified)	3	12	4	-7	5	-5	-2.1	8	48
COc1ccccc1CNC(=O)c1cnc2ccccn2c1=O	-5	10	1	8	12	6	-0.9	-10	10
O=C(N/C=C/c1ccco1)NCc1ccccc1	-4	2	14	-4	9	6	-0.9	17	16
O=C(CSc1cn(CC(=O)N2CCCCCC2)c2ccccc12)NCC1CCCO1 (stereo unspecified)	9	10	-2	-5	5	1	1.2	-1	7
O=C1C2C3C=CC(C4CC34)C2C(=O)N1c1cc(Cl)ccn1 (stereo unspecified)	·	7	1	-9	-10	-4	-0.7	5	-22
Cc1noc(C)c1NC(=O)N1CCN(Cc2ccccc2)CC1	·	8	-2	-15	1	1	0.6	1	1
c1ccc(-n2nnnc2Oc2ccc(-c3nnco3)cc2)cc1	2	11	5	-1	-10	-1	-1.0	-2	-6
CCN1C(=O)C2(C(C#N)=C(N)Oc3n[nH]c(C(C)C)c32)c2ccccc21 (stereo unspecified)	2	7	7	-25	-15	1	1.5	0	12
Cn1c(SCC(=O)NCc2ccccc2)nc2ccccc21	-2	·	-1	-4	-10	-10	-1.2	-3	-14
O=C(Nc1ccc(F)cc1)c1cnc(-c2ccccc2)nc1-c1ccccc1	8	2	-15	-31	-30	3	1.4	-17	20
CC(=O)c1cccc(S(=O)(=O)N2CCN(c3ccccc3F)CC2)c1	-5	5	-3	-4	-12	-8	2.4	-20	-56
Cc1c(O)c2ccccc2oc1=O	·	4	-6	5	12	9	-1.5	0	1
CN(C)C(=O)/C(=C/c1cn(-c2ccccc2)nc1-c1cccc([N+](=O)[O-])c1)NC(=O)c1ccccc1	3	35	5	-10	11	1	-0.3	-16	20
COc1cc2c(cc1OC)-c1cc(NC3CCCCC3)nc(=O)n1CC2	33*	13	1	-2	-45	1	0.8	-23	13
O=c1c2ccccc2nnn1CSc1nnc(COc2ccc(Cl)cc2)n1Cc1ccco1	7	6	-14	1	-8	2	0.7	4	33
CCCC(C)C(=O)NCc1ccccc1OC (stereo unspecified)	5	5	-2	-9	1	-1	-0.2	3	-2
C=CCn1c(-c2cccnc2Cl)nc2cc(Cl)c(Cl)cc21	-4	7	4	2	-6	3	3.4	6	21
O=C(Cn1cnc2c(cnn2-c2ccc(F)cc2)c1=O)N1CCN(c2ccccc2)CC1	1	15	4	14	-8	4	-0.9	-19	3
Cc1cc(C(=O)OCC(=O)Nc2ccccc2)c(C)o1	7	4	-2	-1	-10	-2	-0.9	-3	7
CCCC(=O)Nc1ccc(Cl)c(NC(=O)C(C)(C)C)c1	-4	2	4	11	2	4	-0.6	-4	2

# Grouped by structure, the compounds so far with two or more sulfur atoms
canonical_smiles	NPY Y1 blocker	PGE2 EP2 inh	eIF4E 4G PPI	NPY2 pot ag	NPY1 pot ag	p97 ATPase inh	S1P4 ag	S1P4 antagonist	EP2 modulator
CCCSc1nnc2n(C)c(=O)c3c4c(sc3n12)CCC4	4	8	9[fluorescence artefact?]	-4	-10	2	0.4	-13	37
c1sc2[n+](c1C13CC4CC(CC(C4)C1)C3)CCS2	-3	10	0	10	-24	5	-1.0	-13	25
N=C(N)SCC1=CCS(=O)(=O)C1	·	9	1	-11	7	0	-0.3	0	-8
O=C(CCCNS(=O)(=O)c1cccc2nsnc12)NCCN1CCN(c2ccccc2F)CC1	2	4	-2	4	13	-1	-0.1	2	12
CC(=O)C(Sc1nccc(-c2cccs2)n1)C(C)=O	0	6	2	0	8	7	2.3	-7	18
CN1C(=O)C2(c3ccccc31)N(C)CC(c1ccccn1)C21SC(=S)N(Cc2ccco2)C1=O (stereo unspecified)	3	12	4	-7	5	-5	-2.1	8	48

# Some of the entries so far, with two lines to a compound:
# Each structure is followed by: NPY Y1 blocker | PGE2 EP2 inh | eIF4E 4G PPI | NPY2 pot ag | NPY1 pot ag | p97 ATPase inh | S1P4 ag | S1P4 antagonist | EP2 modulator
CC(=O)c1cccc(S(=O)(=O)N2CCN(c3ccccc3F)CC2)c1
 : -5 | 5 | -3 | -4 | -12 | -8 | 2.4 | -20 | -56
Cc1c(O)c2ccccc2oc1=O
 : · | 4 | -6 | 5 | 12 | 9 | -1.5 | 0 | 1
